OX1R antag-1: antagonists of human orexin 1 receptor (OX1R) | AID 485270, 2010 | OX1R-expressing cells, FRET antagonist read-out | hit rate 1.8% among 330,000 | inhibition, % at 6.6 µM; in the data active = inhibition mostly above about 38%, no sharp cut-off; inactive = mostly below about 40%;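 note: 0% = agonist challenge alone and 100% = reference antagonist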
Target sequence (O43613 whole entry, looked up): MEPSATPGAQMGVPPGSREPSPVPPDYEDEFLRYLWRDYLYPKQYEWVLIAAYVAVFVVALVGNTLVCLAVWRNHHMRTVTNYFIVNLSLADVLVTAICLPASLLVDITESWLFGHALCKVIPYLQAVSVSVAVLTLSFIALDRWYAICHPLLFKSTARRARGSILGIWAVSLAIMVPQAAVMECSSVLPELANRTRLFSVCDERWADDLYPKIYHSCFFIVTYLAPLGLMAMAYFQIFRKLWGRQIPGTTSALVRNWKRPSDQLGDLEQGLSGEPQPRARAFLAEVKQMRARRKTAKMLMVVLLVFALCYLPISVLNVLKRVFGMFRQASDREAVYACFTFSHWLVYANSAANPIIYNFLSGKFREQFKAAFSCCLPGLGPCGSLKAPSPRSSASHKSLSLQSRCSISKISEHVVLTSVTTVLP
OX1R antag-2: OX1R (HCRTR1) antagonists, primary screen, fluorescence, CHO/OX1R cells, Fluo-8 calcium, orexin A; inhibition, % at 5 µM; Fluo-8 calcium fluorescence; hit rate 0.43% among 330,000; Orexin/Hypocretin receptor type 1 (Homo sapiens), O43613; AID 434989, 2010;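 active = inhibition above its plate's threshold, mean inhibition of all tested compounds on the plate plus 3 SD, cut at about 37% in these data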;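 note: 0% = orexin A challenge wells and 100% = SB-334867-A antagonist wells; not every result past the cut was called active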
* hit, by the source's call.

smiles,OX1R antag-1,OX1R antag-2
O=C(O)[C@@H]1CCCN1C(=O)CCc1c[nH]c2ccccc12,8,-5
Cc1ccc(SCC(=O)OCC(=O)N(C)CC(=O)Nc2ccc(F)cc2)cc1,11,-33
CCOC(=S)N/C(=N\S(=O)(=O)c1ccc(C)cc1)c1ccccc1,4,2
CCc1ccc(NC(=O)CCc2nnc3ccc(N4CCC5(CC4)OCCO5)nn23)cc1,7,-14
CCn1c(SCc2ccccc2Cl)nc2ccccc21,47,1
O=C(CNC(=O)c1ccc(Cl)cc1)OCCCOC(=O)CNC(=O)c1ccc(Cl)cc1,15,-32
CN(Cc1cn(C)nc1-c1ccc(Oc2ccccc2)cc1)CC1COCCO1 (configuration not stated),18,-9
O=C(/C=C/c1ccc(Cl)cc1)NCCN1CCOCC1,18,-19
Cc1cc(C)c(NC(=O)CCc2c(C)noc2C)c(C)c1,2,-11
c1ccc2[nH]c(CSc3nc4ccccc4o3)nc2c1,5,-9
COc1ccccc1NC(c1cccnc1)c1ccc2cccnc2c1O (configuration not stated),13,-16
CC(C)Oc1ccc(S(=O)(=O)N2CCCCC2)cc1NC(=O)CC1OC(=O)c2ccccc21 (configuration not stated),-10,-36
CCN(CC)CCNC(=O)c1ccc(CS(=O)(=O)c2ccccc2C)o1,-2,-13
COc1cc(CC(=O)OCC(=O)NCCc2ccc(S(N)(=O)=O)cc2)cc(OC)c1OC,3,3
CC(C)(C)OC(=O)N[C@H](Cc1ccccc1)C(=O)N1CCC(C(=O)O)CC1,3,-20
CN(CC(=O)Nc1cccc(F)c1)C(=O)C1(c2ccccc2)CC1,-1,-18
Cc1cccc(Nc2c3c(nc4ncnn24)CCC3)c1,15,-19
CCOC(=O)c1sc(NC(=O)CSc2nccn2C)nc1C,0,-6
COC(=O)c1ccc(NC(C)C(=O)OC)c([N+](=O)[O-])c1 (configuration not stated),37,-13
CCCOc1ccc(CN(CCO)CCO)cc1C(=O)OC,5,-19
N#CC1=C(N)n2c(s/c(=C\c3cccs3)c2=O)=C(C#N)C1c1cccs1 (configuration not stated),11,7
O=C(Cc1ccsc1)OCC(=O)c1ccccc1,14,3
O=S(=O)(Nc1cc(Cl)ccc1-n1cncn1)c1cc(Br)ccc1Br,19,23
CCc1ccc2nc3nc(C)cc(C)c3c(N)c2c1,31,-10
C=CCNC(=S)NNC(=O)c1ccc(OCC)cc1,13,1
C[C@H]1CC[C@H]2C(=O)N[C@H](Cc3ccccc3)C(=O)N2[C@@H]1c1ccccc1,33,-25
COC(=O)C(NC(=O)c1ccccc1C(=O)O)c1ccc2ccccc2c1 (configuration not stated),0,-15
COc1ccc(C2C(C(=O)N3CCN(C)CC3)c3ccccc3C(=O)N2C2CCCCC2)cc1 (configuration not stated),4,-21
CC1(C)C2CCC1(C)C(OC(=O)C[n+]1ccccc1)C2 (configuration not stated),-6,-4
COCCOc1ccc(C(F)(F)F)cc1Nc1nc2ccccc2o1,33,-13
COc1cc(NC(=O)COC(=O)CNC(=O)c2ccc(C)s2)cc(OC)c1,11,-28
Cn1c(C(=O)N2CCC(C(=O)N3CCN(Cc4ccc5c(c4)OCO5)CC3)CC2)cc2sccc21,5,-23
C=CCC(=O)NC1CC(C)(C)Cc2c1cnn2-c1ccc(C)cc1 (configuration not stated),9,-25
CCc1ccccc1S(=O)(=O)Cc1ccc(C(=O)NCc2cccs2)o1,43,-16
C=CCc1cc(OC)ccc1OCCOCCN1CCc2ccccc2C1,4,-23
CC1CCN(C(=O)c2cc(Cl)ccc2NC(=O)c2ccco2)CC1,7,-28
N#Cc1ccccc1OCC(=O)Nc1ccc(S(=O)(=O)N2CCOCC2)cc1,7,-78
CCOC(=O)COc1ccc2ccccc2c1/C=C/[N+](=O)[O-],36,8
COc1ccc(CNCCc2ccccc2)cc1OCC(N)=O,9,-13
COc1ccc(C(=O)NC(=S)NNC(=O)c2c(-c3ccccc3)noc2C)cc1,29,17
CCC(Sc1ncnc2sc(C)c(C)c12)C(=O)OC (configuration not stated),10,-9
CCc1ccc(OCC(=O)Nc2ccc3[nH]ncc3c2)cc1,-3,2
CC(C)=CC(=O)Nc1nnc(C)s1,8,-23
O=C(O)CSCC(=O)NCc1cccc(C(F)(F)F)c1,5,-9
Cc1cccc(NC(=O)CN2C(=O)NC3(CCCC3)C2=O)n1,22,-6
CNC(=S)N/N=C/c1ccc(OCC(=O)Nc2c(C)cc(C)cc2C)c(OC)c1,13,-25
Cc1ccc(Cn2cc(S(=O)(=O)c3ccc(Cl)cc3)c(=O)c3cc(F)ccc32)cc1,3,-35
S=c1[nH]nc(COc2ccccc2)n1-c1ccccc1,19,-23
O=C(O)c1ccccc1-n1ncc2c1/C(=C/c1ccc(Cl)cc1)CC2,12,-9
CC(C)C(C)(C#N)NC(=O)CSc1ncnc2sc(-c3ccccc3)cc12 (configuration not stated),4,-8
CCOc1nc2cnccc2n(CC(=O)Nc2cccc(C)c2C)c1=O,6,-24
Cc1cc(NC(=S)Nc2ccccc2)ccc1Br,-1,1
CCn1ccnc1CN(C)C(=O)C1CCC(=O)N(Cc2cccc(C(F)(F)F)c2)C1 (configuration not stated),6,-6
Cc1cccc(N(CC(O)CN(C)C)S(=O)(=O)c2ccccc2)c1 (configuration not stated),11,-18
CN(Cc1ccccc1)CC(O)COc1ccc(CNCCc2ccncc2)cc1 (configuration not stated),10,-16
CCCCN(C(=O)c1ccc(-c2ccc(Cl)cc2)o1)c1c(N)n(CCC)c(=O)[nH]c1=O,4,-11
CN(C)S(=O)(=O)c1ccc(S(=O)(=O)N(CC(=O)Nc2ccccc2)Cc2ccco2)cc1,16,16
COc1cccc(CN2C(=O)N(C(C)C)C(N(O)C(=O)NC(C)C)C2(C)C)c1OC (configuration not stated),27,-24
COc1ccc(C2=NS(=O)(=O)N(C)C(C(=O)Nc3ccc(F)cc3F)=C2)cc1,6,-10
COc1ccc(CCNC(=S)NC2CCN(Cc3ccccc3)CC2)cc1OC,19,-29

A portion from the list above, as a working copy:
smiles,OX1R antag-1,OX1R antag-2
COc1cc(NC(=O)COC(=O)CNC(=O)c2ccc(C)s2)cc(OC)c1,11,-28
Cn1c(C(=O)N2CCC(C(=O)N3CCN(Cc4ccc5c(c4)OCO5)CC3)CC2)cc2sccc21,5,-23
C=CCC(=O)NC1CC(C)(C)Cc2c1cnn2-c1ccc(C)cc1 (configuration not stated),9,-25
CCc1ccccc1S(=O)(=O)Cc1ccc(C(=O)NCc2cccs2)o1,43,-16
C=CCc1cc(OC)ccc1OCCOCCN1CCc2ccccc2C1,4,-23

Following part.
smiles,OX1R antag-1,OX1R antag-2
Cc1cccc(C)c1NS(=O)(=O)c1ccc2c(c1)NC(=O)CO2,30,-12
CC(C)CNC(=O)NC(=O)COC(=O)COc1ccc(Cl)cc1Cl,-1,-17
CSc1nnc(C)c(=O)n1COC(=O)/C=C/c1ccc2c(c1)OCO2,20,-10
CCOc1ccc(CCNC(=O)COC(=O)COc2ccc(C(=O)CC)cc2)cc1OCC,8,-19
Cc1ccc(C)c(C(=O)NC(C)c2ccc(-n3ccnc3)cc2)c1 (configuration not stated),10,-1
Cc1cc(OCC(=O)N2CCOCC2)cc2oc(=O)c3ccccc3c12,23,-14
Cc1nc(N2CCN(C(=O)c3ccco3)CC2)c2oc3ccccc3c2n1,61,-8
CNC(=O)CSc1nnnn1-c1cc(C)ccc1C,12,-5
O=S(=O)(Nc1nccs1)c1ccc(Cl)cc1,3,-14
O=C(NCC1CCCO1)c1ccc(NS(=O)(=O)c2cccc([N+](=O)[O-])c2)cc1 (configuration not stated),28,-6
Cn1cnnc1SCc1ccc(C(=O)N/N=C/c2cccs2)cc1,9,6
Cc1ccc(-n2cnc3cc(NCc4cccs4)ccc32)cc1,19,-25
COc1ccc2cc(C(c3nnnn3Cc3ccccc3)N3CCCCCC3)c(=O)[nH]c2c1 (configuration not stated),10,-14
CCOC(=O)c1c(NC(=S)NC(=O)c2ccco2)sc2c1CCCC2,13,-18
C=CCSc1ncnc2c1oc1nc3c(cc12)COC(C)(C)C3,1,-13
C=CC[C@H](CC(=O)N(CCO)Cc1ccccc1)C(=O)N[C@H](C)COC(=O)[C@@H](CC=C)CC(=O)OC(C)(C)C,11,-21
CCCCN1CC[C@H]2C=CC[C@@H](C(=O)N3CCOCC3)[C@H]2C1=O,7,-11
OCCCCNCc1ccc(OCc2ccc(Cl)cc2Cl)cc1,8,20
O=C(CNC(=O)c1ccc(Br)o1)NCc1ccc2c(c1)OCO2,23,-11
N=c1sccn1CC(=O)NCCc1ccc(Cl)cc1Cl,20,-14
Cn1c(=O)c2c(nc(CN3CCN(C(=O)c4ccco4)CC3)n2Cc2ccc(Cl)cc2)n(C)c1=O,2,-24
O=C(COc1cc2oc(=O)c3c(c2cc1Cl)CCC3)NCCN1CCOCC1,10,-19
CSc1nc2ccc(Nc3nc(N4CCOCC4)nc(N4CCOCC4)n3)cc2s1,24,-42
CCCCN(C)C(=O)CCCCn1c(=O)[nH]c2cc(OCC)c(OCC)cc2c1=O,3,-30
Cc1nnc(NC(=O)c2ccc(S(=O)(=O)N3CCCCCC3)cc2)o1,6,-22
CCc1ccc(NC(=O)c2cc(C)on2)cc1,8,-1
O=C(N/N=C/c1c[nH]c2ccccc12)C1CC1(c1ccccc1)c1ccccc1 (configuration not stated),15,-12
COc1cc2ccccc2cc1C(=O)Nc1ccc2oc(=O)ccc2c1,12,-21
COc1ccc(CCN(C)CC(O)COc2c(C)ccc(C)c2C)cc1OC (configuration not stated),-5,-28
Cc1ccc(C)c(-n2c(C)cc(/C=N/NC(=O)c3c(C)nc4cc(C)ccn34)c2C)c1,14,-24

Full records, looked up by structure:
COc1cc2ccccc2cc1C(=O)Nc1ccc2oc(=O)ccc2c1 is entered as OX1R antag-1 = 12; OX1R antag-2 = -21
N=c1sccn1CC(=O)NCCc1ccc(Cl)cc1Cl is entered as OX1R antag-1 = 20; OX1R antag-2 = -14

The results go on.
smiles,OX1R antag-1,OX1R antag-2
CC1CCCN(C(=O)c2cc(-c3ccco3)nc3ccccc23)C1 (configuration not stated),9,-31
COc1ccccc1C(=O)NCCC(=O)NCC(c1ccccc1)N(C)C (configuration not stated),16,-9
COc1ccccc1N1CCN(C(=O)c2ccc(C(C)(C)C)cc2)CC1,0,-15
CC(=O)c1ccc(NC(=O)NC2CCCc3ccccc32)cc1 (configuration not stated),12,-18
O=C(Nc1nnc(-c2ccncc2)o1)c1ccccc1F,23,-6
C=CCSC1=N/C(=C\c2ccsc2)C(=O)S1,11,-9
COc1ccc(-c2nnnn2C)cc1S(=O)(=O)NCc1ccccc1,6,-7
O=C(CCC(=O)Nc1ccc(F)cc1)N/N=C/c1ccccc1,-3,-12
CCOC(=O)C1=C(c2cccc(Oc3ccccc3)c2)NC(=S)NC1C (configuration not stated),67,5
Cc1ccsc1C(=O)N(C)CC(=O)N(CC(C)C)c1c(N)n(CC(C)C)c(=O)[nH]c1=O,20,-11
Cc1ccccc1N(C)C(=O)c1coc(=O)c2ccccc12,12,-16
Cc1ccc2nc(N(CCCN(C)C)C(=O)CCc3ccccc3)sc2c1,2,-6
Cc1cc(OC(C)C(=O)NCCCn2ccnc2)c2c(C)c(C)c(=O)oc2c1 (configuration not stated),3,-8
OC(CN1CCN(c2ccccc2)CC1)c1c[nH]c2ccccc12 (configuration not stated),21,-12
COc1ccc(C2=CN3CCCCC3CC2=O)cc1OC (configuration not stated),9,-14
COc1cc(F)c(C(=O)NC(C)(C)CO)cc1OC,18,-19
N#CC1=C(S)N(c2ccccc2)C(c2ccco2)NC1=O (configuration not stated),12,-6
COc1ccccc1C(=O)NC(=O)COC(=O)c1nccnc1N,5,14
CSc1ccc(S(=O)(=O)N2CCC(C(=O)NC3CC3)CC2)cc1,9,-10
CC#CC[N+](C)(C)CC(=O)c1ccccc1,10,-3
O=C(COC(=O)c1cc(-c2ccccn2)nc2ccccc12)Nc1ncc(C(F)(F)F)cc1Cl,14,-9
CCOc1ccccc1N1CC(C(=O)Nc2ccccc2N2CCOCC2)CC1=O (configuration not stated),10,-25
FC(F)(F)c1ccc(-c2nc(=S)[nH][nH]2)cc1,4,-14
O=C(c1ccco1)N1CCCN(Cc2nc(-c3ccc4c(c3)OCO4)no2)CC1,5,-22
O=C(O)CSCCC(=O)Nc1ccc(F)cc1,15,-16
Cc1cc(C)c(S(=O)(=O)Nc2cccc(S(=O)(=O)NC3=NCCC3)c2)c(C)c1,11,-15
O=C(O)CC1(CC(=O)Nc2ccc3ccccc3c2)CCCCC1,28,-7
c1ccc([C@H]2CN3CCSC3=N2)cc1,10,-10
CC(NC(=O)CSc1nc2ccccc2c(=O)[nH]1)c1ccccc1 (configuration not stated),23,-3
CCCCN(C(=O)CSc1nnc2ccccn12)c1c(N)n(Cc2ccccc2)c(=O)[nH]c1=O,24,-2
CCC(C)(C)NC(=O)CN(C(=O)C(=O)Nc1ccc2c(c1)OCCO2)N1CCOCC1,-7,-15
CC1=C(C(=O)OCc2ccccc2)C(c2ccc3ccccc3c2)NC(=O)N1CCCC(=O)O (configuration not stated),16,-8
CC(=O)c1c(N2CCOCC2)nc(=S)n(-c2ccccc2)c1C,34,-5
O=c1nc2scc(-c3ccccc3)n2c2ccccc12,4,-14
COc1cc(Cl)ccc1OCc1cc(C(=O)NCc2cc(C(C)C)no2)no1,16,-8
